# NOD2 RIPK2 PPI = NOD2-RIPK2 binding disruptors in cells, primary screen, fluorescence, CHO cells, BLA complementation | Receptor-interacting serine/threonine-protein kinase 2 (Homo sapiens), O43353 | CCF4 ratio | inhibition, % at 4.98 µM | 360,000 tested, 0.38% active; in the data active = inhibition above about 21%;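 note: 0% = vehicle only and 100% = reference blocker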
# Target sequence (O43353 whole entry, looked up): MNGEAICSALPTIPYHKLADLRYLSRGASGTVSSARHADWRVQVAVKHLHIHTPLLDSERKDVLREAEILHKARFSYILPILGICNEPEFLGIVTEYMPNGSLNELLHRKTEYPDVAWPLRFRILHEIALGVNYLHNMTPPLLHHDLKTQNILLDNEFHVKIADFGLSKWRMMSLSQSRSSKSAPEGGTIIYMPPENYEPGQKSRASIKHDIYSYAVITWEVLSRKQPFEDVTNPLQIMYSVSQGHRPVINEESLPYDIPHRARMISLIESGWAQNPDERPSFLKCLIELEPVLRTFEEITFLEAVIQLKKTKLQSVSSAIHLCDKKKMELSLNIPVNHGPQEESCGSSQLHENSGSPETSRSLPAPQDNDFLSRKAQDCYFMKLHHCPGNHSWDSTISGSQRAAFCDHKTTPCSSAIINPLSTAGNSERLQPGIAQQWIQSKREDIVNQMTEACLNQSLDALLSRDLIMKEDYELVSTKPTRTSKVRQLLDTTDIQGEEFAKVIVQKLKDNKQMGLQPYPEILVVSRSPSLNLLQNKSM
# ABHD5 PLIN5 PPI = ABHD5-PLIN5 interaction inhibitors, primary screen, cell lysate, split luciferase complementation, luminescence; 360,000 tested, 0.78% active; inhibition, % at 4 µM; Split G. princeps luciferase complementation, 4 h; Perilipin-5 (Homo sapiens) + 1-acylglycerol-3-phosphate O-acyltransferase ABHD5 (Homo …;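 active = inhibition above the mean inhibition across every tested compound plus 3 SD, cut at about 22% in these data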;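 note: 0% = DMSO only wells and the 100% control is not disclosed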
# MC4R antag cAMP = MC4R antagonists of cAMP signaling, primary screen, cell-based, TR-FRET, antagonist arm of biased-ligand search | Melanocortin receptor 4 (Homo sapiens), P32245 | MC4R-expressing cells, MTII-stimulated cAMP, LANCE TR-FRET | inhibition, % at 6.5 µM | 360,000 tested, 0.48% active;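 active = inhibition above its plate's cutoff, the mean of tested wells on that plate plus 3 SD, cut at about 29% in these data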;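 note: 0% = Melanotan II alone and 100% = Melanotan II plus saturating MCL0020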
# Target sequence (P32245 whole entry, looked up): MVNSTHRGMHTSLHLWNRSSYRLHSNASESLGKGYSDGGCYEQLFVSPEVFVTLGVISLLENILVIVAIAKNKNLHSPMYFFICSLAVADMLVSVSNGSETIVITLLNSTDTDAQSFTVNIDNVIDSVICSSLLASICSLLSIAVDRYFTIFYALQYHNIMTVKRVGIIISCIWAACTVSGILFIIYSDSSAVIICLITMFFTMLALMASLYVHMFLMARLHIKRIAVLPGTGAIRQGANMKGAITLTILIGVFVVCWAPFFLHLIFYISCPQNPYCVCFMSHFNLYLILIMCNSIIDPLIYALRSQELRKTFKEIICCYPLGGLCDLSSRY
#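 Material – human MC4R-expressing U2OS cells · Repeats – no replicates · Detection – TR-FRET with Eu-cAMP and labeled anti-cAMP, 671 nm · Times – compound 30 min, challenge 1 h, detection 1 h · Compound – single nominal compound dose of 6.5 µM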
# Vif imaging = HIV Vif self-association inhibitors, primary screen, imaging, HEK293T, single point. HEK293T cells, Vif self-association by quenched fluorescence, 24 h. inhibition, % at 7.49 µM. 340,000 tested, 0.35% active. AID 602346, 2012; in the data active = inhibition above about 50%, passing the limit was not always enough; inconclusive = no clear call, values can overlap the other calls; inactive = below about 31%; note: some results filed as inactive read as strong as hits
# MC4R barr agon = MC4R agonists recruiting beta-arrestin, primary screen, cell-based, luminescence, agonist arm of biased-ligand search | U2OS MC4R beta-arrestin complementation; percent of melanotan II response, DMSO zero | activation, % at 8.9 µM | 360,000 tested, 0.98% active | AID 540308, 2011;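 active = activation above a per-plate cutoff, the mean activation of sample wells on that plate plus 3 SD, cut at about 8% in these data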
# Glyco luc inh = increase of ERlucT glycosylation luciferase signal, primary screen, N-linked glycosylation inhibitor project, D54 ERlucT cells, luminescence, set 2; D54 ERlucT glycosylation luciferase reporter, 24 h; percent of 100 nM tunicamycin response; reporter increase, % at 12.5 µM; 360,000 tested, 0.23% active; AID 588692, 2011;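 active = mean luciferase reporter signal, scaled so untreated is 0 and the glycosylation-blocking control 100, at or above a set limit in every replicate; inconclusive = mean reaches the limit but not every replicate does; inactive = mean below the limit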;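 note: luciferase carries N-glycosylation sites so blocking glycosylation raises the light; 0% = median of neutral control wells and 100% = median of 100 nM tunicamycin wells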
# ABCB6 inh 2 = ABCB6 transporter inhibitors, primary screen, K562-ABCB6 cells, flow cytometry, MLPCN library. ATP-binding cassette sub-family B member 6 (Homo sapiens), Q9NP58. K562-ABCB6 porphyrin accumulation, 1 h; stronger effect = lower value. fluorescence ratio to DMSO, % at 10 µM. 360,000 tested, 0.19% active;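 active = fluorescence ratio to DMSO below 75%, the collection mean minus 3 SD; inconclusive = too few cells collected in the well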;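 note: signal is porphyrin accumulated inside mitochondria; 100% equals median channel fluorescence of DMSO control wells; lower ratio means ABCB6 inhibition with less porphyrin fluorescence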
# Exocytosis inh = LAMP-1 surface exposure blockers, TALL-104 cells – cell-based, flow cytometry, MLPCN library, primary screen | inhibition, % at 10 µM | TALL-104 LAMP-1 surface exposure; cells stimulated with thapsigargin and PMA | 360,000 tested, 0.66% active;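 active = inhibition above about 55%, limit read from the data; inconclusive = no clear call, values can overlap the other calls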
# aDG glyco up = activators of alpha-DG glycosylation, primary screen, uHTS, Pro5-aDG cells, AlphaScreen; alpha-DG glycosylation AlphaScreen (IIH6); 0% Pro5, 100% B10-LARGE cell signal; activation, % at 10 µM; 360,000 tested, 0.22% active; AID 624168, 2012;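 active = activation of at least 8% versus controls, or a plate z-score of at least 8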;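 note: Pro5 are CHO cells carrying HIG-tagged alpha-DG that lacks glycosylation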
# TLR9-MyD88 inh = inhibitors of TLR9-MyD88 association in cells, primary screen, cell-based, CHO, BLA complementation, fluorescence. CCF4 FRET ratio. Toll-like receptor 9 (Homo sapiens) + Myeloid differentiation primary response protein …. AID 504734, 2011. inhibition, % at 4.98 µM. 340,000 tested, 0.21% active;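 active = inhibition above the mean over all tested compounds plus 3 SD, cut at about 21% in these data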;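 note: 0% = DMSO only wells and 100% = clavulanate BLA inhibitor control wells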
# An asterisk follows results filed as active; ? = inconclusive; · = not tested or not shown.
SMILES,NOD2 RIPK2 PPI,ABHD5 PLIN5 PPI,MC4R antag cAMP,Vif imaging,MC4R barr agon,Glyco luc inh,ABCB6 inh 2,Exocytosis inh,aDG glyco up,TLR9-MyD88 inh
CC1(C(=O)NS(=O)(=O)c2cccc(C#N)c2)CCN1C(=O)CCc1ccccc1 (stereo not given),0.6,4.2,7.3,1.4,-0.3,1.7,99.0,2.4,-0.1,·
Cc1sc2ncnc(Sc3ccccc3C(=O)O)c2c1C,-10.6,-1.2,96.8*,-4.7,-0.3,4.3,99.0,0.0,0.0,-0.8
CN(C)c1cc(-c2ccc(F)cc2)oc(=O)c1Cl,-14.1,1.4,3.9,-6.0,-0.5,-0.3,98.0,-4.3,-0.1,0.9
Cc1cc(C)c(C#N)c(SCSCc2ccccc2)n1,-7.1,-3.3,-11.5,-0.2,-0.5,-2.2,98.0,10.5,-0.1,-4.7
CCNS(=O)(=O)c1ccc(CCC(=O)NCCc2ccc(OC)cc2)cc1,6.1,-0.2,5.7,-4.8,-1.2,-0.8,100.0,-1.0,0.0,8.0
Cc1ccc(S(=O)(=O)NCCNC(=O)C2CCCNC2=O)cc1 (stereo not given),-2.6,0.7,-0.1,13.4,-1.2,1.4,93.0,1.5,0.0,3.8
CN(C)CCCN(C(=O)C1=COCCO1)c1nc2ccc(Br)cc2s1,4.9,19.2,12.1,-6.6,-1.3,-3.1,104.0,-0.2,0.8,8.3
O=C1NC[C@H](CCCCN2C[C@H](Cc3ccc(O)cc3)N(CCC3CCCCC3)C(=O)C2=O)N(CCc2ccc(O)cc2)C1=O,-0.1,7.1,·,·,·,·,93.0,-2.3,0.1,·
CCOC(=O)Cn1cnc2c(nnn2Cc2ccc(Cl)cc2)c1=O,-1.4,-2.8,7.4,-6.4,1.2,2.3,100.0,-1.4,-0.3,-15.2
C[C@]12CCC(=O)C[C@@H]1CC[C@@H]1[C@@H]2CC[C@]2(C)C=CC[C@@H]12,2.1,2.6,7.6,-5.5,1.6,-4.1,101.0,0.8,-0.2,-6.3
Cc1cc(C(=O)CSc2nnc(CCC(N)=O)n2C)c(C)n1C1CC1,-3.6,-4.5,-2.5,1.5,-1.9,4.0,102.0,-1.6,0.0,7.0
CC(=O)Nc1ccc(NC(=O)CC(c2ccccc2)c2ccccc2)cc1,4.0,-8.7,4.3,-3.5,-1.1,0.6,98.0,-1.0,0.1,1.3
CCOC(=O)C1=CCN(S(=O)(=O)c2ccc(C)cc2)C1c1cccs1 (stereo not given),0.2,2.1,·,1.5,·,-2.6,102.0,-0.9,0.4,·
CCCC(C(=O)Nc1ccc(S(=O)(=O)N2CCOCC2)cc1)c1ccccc1 (stereo not given),-1.4,-7.6,11.8,-6.7,-2.5,-1.9,100.0,3.0,-0.2,-0.4
CN(C)CCCN=C(NO)c1ccc(Cl)cc1Cl,-0.9,4.2,-3.7,5.6,2.0,-1.8,?,12.0,0.1,-0.1
CC(=O)NC(NC(=S)Nc1ccc(C)cc1C)C(Cl)(Cl)Cl (stereo not given),-1.4,-0.7,0.8,-2.7,-0.9,-1.6,100.0,2.4,0.1,6.8
Cn1c(-c2ccc(F)cc2)cnc1SCC(=O)Nc1ccccc1,4.4,3.0,14.5,-7.1,-1.2,-2.3,91.0,-1.4,0.6,5.5
Nc1c(N(C(=O)Nc2ccc(Cl)c(Cl)c2)C2CCCC2)c(=O)[nH]c(=O)n1Cc1ccccc1,-0.3,-0.1,9.0,24.4,0.0,0.0,119.0,3.5,1.8,-3.9
COC(=O)c1ccccc1NC(=O)Cn1c(CCC(=O)O)ccc1-c1cccs1,1.3,0.7,14.5,2.3,-0.4,-1.5,102.0,-0.9,-0.1,-7.7
COCCn1c(SCC(=O)Nc2ccccc2OC)nc2ccccc2c1=O,4.6,5.8,-20.7,-2.0,-1.1,-1.8,94.0,21.0,0.1,-6.2
CCS(=O)(=O)c1ccc(O)c(NC(=O)CC2(CC(=O)O)CCCC2)c1,-7.7,5.2,10.2,-1.4,1.2,-0.2,101.0,0.9,-0.2,-8.7
Cc1ccc(SCc2cc(=O)[nH]c(/N=C(\N)Nc3ccc(C)c(C)c3)n2)cc1,-0.8,0.8,-1.0,2.8,-2.1,1.5,96.0,1.0,0.2,2.0
Cc1ccc(C)c(N2N=C(C(=O)Nc3ccc(N4CCOCC4)cc3)CCC2=O)c1,-2.9,1.5,-5.2,-0.1,-0.7,0.2,96.0,-0.9,-0.2,3.5
C=CCn1c(NC(=O)c2ccc(C)cc2)c(C#N)sc1=N,-12.4,10.0,21.1,-4.3,-2.5,3.9,90.0,0.7,-0.1,-2.8
COc1ccc(NC(=O)CN2C(=O)NC(C)(c3ccccc3)C2=O)c(OC)c1 (stereo not given),-11.8,-6.5,-1.8,5.8,-0.8,0.6,97.0,-13.4,0.0,0.8

# Reformatted with the structure last: part of the list above.
NOD2 RIPK2 PPI	ABHD5 PLIN5 PPI	MC4R antag cAMP	Vif imaging	MC4R barr agon	Glyco luc inh	ABCB6 inh 2	Exocytosis inh	aDG glyco up	TLR9-MyD88 inh	canonical_smiles
-2.6	0.7	-0.1	13.4	-1.2	1.4	93.0	1.5	0.0	3.8	Cc1ccc(S(=O)(=O)NCCNC(=O)C2CCCNC2=O)cc1 (stereo not given)
4.9	19.2	12.1	-6.6	-1.3	-3.1	104.0	-0.2	0.8	8.3	CN(C)CCCN(C(=O)C1=COCCO1)c1nc2ccc(Br)cc2s1

# New compounds follow:
SMILES,NOD2 RIPK2 PPI,ABHD5 PLIN5 PPI,MC4R antag cAMP,Vif imaging,MC4R barr agon,Glyco luc inh,ABCB6 inh 2,Exocytosis inh,aDG glyco up,TLR9-MyD88 inh
Cc1ccc(C)c(NC(=S)N2CCCCC2CO)c1 (stereo not given),9.6,-2.5,9.8,-1.7,-0.3,0.8,97.0,-5.4,2.7,-8.2
O=C(Nc1ccc(Cl)c(Cl)c1)N(CCCN1CCOCC1)Cc1cccnc1,4.4,3.6,12.7,-1.8,-0.8,-0.1,97.0,-11.5,0.0,-9.7
CC(C)(C)OC(=O)C[C@H]1C/C=C\C[C@@H](CC(=O)N(CCO)Cc2ccccc2)C(=O)N2CCC[C@H]2COC1=O,-6.6,-7.3,3.5,-3.3,2.3,0.8,98.0,0.0,0.3,-10.9
CC(=O)NC(Cc1c[nH]c2ccccc12)C(=O)N1CCN(S(=O)(=O)c2ccccc2)CC1 (stereo not given),2.2,0.9,0.9,-7.4,-3.4,0.2,97.0,0.5,-0.3,1.4
Cc1ccc(NC(=O)CN(C)C(=O)c2cccc(-n3cccc3)c2)cc1,-0.1,5.3,0.2,-1.3,-1.9,2.7,100.0,-0.8,-0.1,-0.9
Cc1ccccc1N/C=C/C(=C(C#N)C#N)N(C)C,-5.7,6.6,7.0,17.5,1.4,1.3,99.0,-1.0,-0.1,0.8
CCOc1ccccc1C(=O)Nc1c[nH]c(=O)[nH]c1=O,0.8,-8.5,-10.0,5.1,-0.4,5.8,100.0,-0.5,0.0,-16.3
CC(C)C(=O)Nc1ccc2c(c1)C(=O)N(CCC(=O)O)C2=O,11.1,11.7,1.6,·,2.5,0.5,97.0,4.0,-0.1,-3.5
CCOC(=O)C1CN(S(=O)(=O)c2cccs2)c2ccc(CC(=O)OC)cc2O1 (stereo not given),-7.7,1.6,17.4,6.2,-1.7,2.9,93.0,8.5,0.1,-9.8
CCn1c(-c2ccncc2)n[nH]c1=S,0.2,0.2,9.8,-0.1,-2.3,4.2,95.0,-1.4,-0.2,-5.0
Cc1ccc(C(=O)Nc2cc(=O)n(C)c(=O)n2C)cc1C,3.7,5.0,4.1,6.1,-2.4,0.0,101.0,-2.6,0.1,1.4
CS(=O)(=O)N1CCN(c2nc(-c3ccccc3)cs2)CC1,3.2,1.4,9.3,-2.1,0.0,0.9,95.0,3.9,0.2,-1.8
NC(=O)c1ccc[n+](CC(=O)Nc2ccccc2C(=O)O)c1,-0.6,6.6,9.3,-3.3,-2.3,0.5,78.0,7.9,0.3,-2.1
Cc1nn(-c2ccc(Cl)cc2)c2sc(C(=O)N3CCN(c4ccccn4)CC3)cc12,-1.1,-0.6,6.1,2.8,-2.9,1.0,99.0,1.6,0.0,7.1
COc1ccc(O)c(C(=O)c2cc(C#N)c(=O)n(CCN3CCOCC3)c2)c1,-7.7,0.7,-0.2,18.3,-1.0,0.9,120.0,-3.5,-0.1,-3.0
CCOC(=O)C1CCN(C(=O)Nc2ccc3snnc3c2)CC1,-7.6,1.9,11.6,-3.2,-1.3,-0.2,99.0,5.7,-0.1,0.0
O=C(NCCCN1CCCC1=O)c1cccc(S(=O)(=O)NCc2ccccc2)c1,-5.9,2.9,1.2,-6.0,-1.2,2.7,100.0,11.5,0.0,-1.2
CC(=O)NC(CCc1ccc(Cl)c(Cl)c1)c1cccc(O)c(=O)c1 (stereo not given),-0.6,3.0,13.0,5.0,-2.5,-14.6,96.0,3.8,2.0,-14.6
CC1(C)CC(=O)N(c2cc(Cl)ccc2Cl)C(=O)C1,11.9,-3.0,5.0,-6.3,-1.7,0.0,98.0,8.9,0.0,-2.6
O=C1CC(c2ccccc2Cl)CC(O)=C1C=Nc1ccccc1 (stereo not given),4.8,-0.1,8.9,·,0.3,-7.5,106.0,-1.2,0.2,10.2
COc1ccc([C@H]2CC(=O)C=C(c3cccc(OC)c3)C2)cc1,-1.0,-0.4,-0.8,-2.2,-1.1,-3.5,101.0,29.7,0.0,-2.9
Cn1c(=O)oc2cc(S(=O)(=O)N3CCCC(C(=O)N4CCc5ccccc5C4)C3)ccc21 (stereo not given),-1.0,4.9,10.0,-18.0,-1.4,0.1,100.0,-11.7,0.3,8.8
O=C(COC(=O)C1CC2C=CC1C2)Nc1ccccc1[N+](=O)[O-] (stereo not given),-4.0,-0.9,4.4,20.3,-1.6,-0.4,97.0,0.5,0.0,-5.1
Cc1[nH]n(-c2ccccc2)c(=O)c1/C=N/N1C(=O)c2cccc3cccc(c23)C1=O,-8.4,-20.6,7.0,4.4,-5.2,7.5,106.0,-3.9,0.4,7.3
CCOc1ccc(CCNC(=O)C2CCCN(S(=O)(=O)N3CC(C)CC(C)C3)C2)cc1OCC (stereo not given),-11.0,1.1,1.2,16.0,-0.8,-0.1,95.0,-1.4,0.4,-0.5
Cc1ccc(CN2CCN(Cc3ccc4cc(F)ccc4n3)CC2CCO)o1 (stereo not given),-1.9,-2.6,3.2,0.0,2.0,2.5,100.0,2.6,0.0,-5.9

# Source: PubChem

# Not all compounds are listed; rates above refer to the full screens.
